Luc counter: Counterscreen for Luciferase (Kinase-Glo TM) Inhibition; Kinase-Glo luciferase, ATP luminescence, 8 min; 200,000 tested, 0.28% active; Luciferin 4-monooxygenase (Photuris pensylvanica), Q27757; Potency, µM (highest dose often 38.3 µM), for inactives: at the highest dose activity change, negative = inhibition, actives largely listed as inhibitors; further: potency means the concentration at half of the fitted maximal effect; on the % scale 0 is the no-effect control and ±100 the full control effect; nearly all actives have a fitted effect of over 60% in size
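Luminescence was the read-out, taken after 8-minute incubation at ambient temperature. Luciferase turned over luciferin with 10 uM ATP in imidazole pH 7.2 buffer containing KCl, MgCl2, Tween 20 and BSA.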
L3MBTL1 inh: qHTS Assay for the Inhibitors of L3MBTL1. AlphaScreen L3MBTL1–H3K9me1 peptide binding. Lethal(3)malignant brain tumor-like protein 1 (Homo sapiens), Q9Y468. 230,000 tested, 0.66% active. Potency, µM (titrated, usually from 57.1 µM), inactives show at the highest dose activity, negative = inhibition, actives largely listed as inhibitors; further: potency means the concentration at half of the fitted maximal effect; on the % scale 0 is the no-effect control and ±100 the full control effect; nearly all actives have a fitted effect of over 60% in size
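L3MBTL1 (50 nM) pre-complexed 30 min with biotinylated H3(1-15)K9me1 peptide (75 nM), then compounds added for 30 min at room temperature; AlphaScreen streptavidin donor/nickel chelate acceptor beads (10 ug/mL final) read after 30 min dark incubation.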
CBFb-RUNX1 inh: qHTS Assay for Compounds Blocking the Interaction Between CBF-beta and RUNX1 for the Treatment of Acute Myeloid Leukemia; AID 1477, 2009; Potency, µM (top dose mostly 59.8 µM), for the others: at the highest dose activity, negative = inhibition, hits mostly inhibitors; 230,000 tested, under 10 active; AlphaScreen CBFb-His/RUNX1-biotin binding, biochemical; Runt-related transcription factor 1 (Homo sapiens) + Core-binding factor subunit beta …; further: % of control where 0% means no effect
Target sequence (Q01196 whole entry, looked up): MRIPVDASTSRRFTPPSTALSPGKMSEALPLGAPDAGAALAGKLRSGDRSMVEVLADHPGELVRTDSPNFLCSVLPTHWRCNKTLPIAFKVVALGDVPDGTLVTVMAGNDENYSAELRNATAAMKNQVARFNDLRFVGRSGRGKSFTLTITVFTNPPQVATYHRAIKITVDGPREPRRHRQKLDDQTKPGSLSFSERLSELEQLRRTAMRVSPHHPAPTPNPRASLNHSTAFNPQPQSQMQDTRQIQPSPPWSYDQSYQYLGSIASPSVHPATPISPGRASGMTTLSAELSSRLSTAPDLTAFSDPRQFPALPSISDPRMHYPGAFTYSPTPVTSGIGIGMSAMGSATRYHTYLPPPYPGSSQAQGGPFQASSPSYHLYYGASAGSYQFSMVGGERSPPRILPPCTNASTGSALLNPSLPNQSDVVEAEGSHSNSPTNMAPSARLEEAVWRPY
Target sequence (Q13951 whole entry, looked up): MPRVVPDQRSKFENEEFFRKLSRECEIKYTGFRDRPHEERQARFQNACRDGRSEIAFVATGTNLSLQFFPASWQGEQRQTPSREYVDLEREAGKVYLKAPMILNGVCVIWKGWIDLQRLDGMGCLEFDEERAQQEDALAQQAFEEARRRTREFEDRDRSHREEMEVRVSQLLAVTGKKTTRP
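Inhibition was taken as any reduction in AlphaScreen signal from the CBF-beta–RUNX1 pair (His and biotin tags, 30 nM each), measured after compound (15 min) and bead (90 min) incubations at room temperature.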
Epigenetic derep: Quantitative High-Throughput Screen for Regulators of Epigenetic Control | murine LDR cells, GFP reporter derepression, 30 h | Potency, µM (highest dose often 53.9 µM), for the others: at the top dose GFP activation, actives largely listed as activators | 280,000 tested, 0.2% active; further: potency means the concentration at half of the fitted maximal effect; % of control where 0% means no effect; nearly all actives have a fitted effect of over 60% in size
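Reporter derepression read as number of fluorescent GFP-positive objects, 20-120 um in size, counted by laser-scanning cytometer. Mouse LDR line with an epigenetically silenced CMV-GFP locus; compound incubation 30 h, 37 C.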
IMPase Li inh: qHTS Assay for Identifying the Cell-Membrane Permeable IMPase Inhibitors: Potentiation with Lithium; CHO-M1 cells, IP1 TR-FRET (IP-One), carbachol + lithium; Potency, µM (doses to about 59.4 µM), without a hit: at the top dose activity, negative = IMPase inhibition, actives largely listed as inhibitors; 210,000 tested, 0.35% active; AID 1457, 2008;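 further: IP1 builds up when IMPase is blocked and the TR-FRET signal falls; potency means the concentration at half of the fitted maximal effect; plate controls were basal vehicle for no effect and high inhibitor control for full effect; nearly all actives have a fitted effect of over 50% in size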
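Concentration–response in CHO-M1 cells, lithium-potentiated; 30 min at 37C. IP1 detected by competitive TR-FRET after 10 min lysis at RT. Hill-fitted AC50.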
HTT aggregate: qHTS Multiplex Assay to Identify Dual Action Probes in a Cell Model of Huntington: Aggregate Formation (GFP); AID 1688, 2009; Potency, µM (titrated, usually from 46.1 µM), inactives show at the top dose activity change, negative = inhibition, usual class: inhibitors; PC12 HttQ103-GFP aggregates, Acumen cytometry, 40 h; 220,000 tested, 1.1% active; further: potency means the concentration at half of the fitted maximal effect; on the % scale 0 is the no-effect control and ±100 the full control effect; nearly all actives have a fitted effect of over 60% in size
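Quantitative HTS on tebufenozide-induced (100 nM) PC12 cells stably expressing polyQ103 Huntingtin exon 1–GFP. Reduction of bright GFP aggregates, detected by laser scanning cytometry after lysis, identified actives across the titration.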
NPSR antagonist: qHTS Assay for Antagonists of the Neuropeptide S Receptor: cAMP Signal Transduction; Q6W5P4; CHO-NPSR cells, cAMP TR-FRET, antagonist mode; Potency, µM (titrated, usually from 38.3 µM), for inactives: top-dose activity change, negative = inhibition, hits mostly inhibitors; 220,000 tested, 1% active; AID 1461, 2008; further: potency means the concentration at half of the fitted maximal effect; on the % scale 0 is the no-effect control and ±100 the full control effect; nearly all actives have a fitted effect of over 50% in size; many of its hits are not listed in these tables
Target sequence (Q6W5P4 whole entry, looked up): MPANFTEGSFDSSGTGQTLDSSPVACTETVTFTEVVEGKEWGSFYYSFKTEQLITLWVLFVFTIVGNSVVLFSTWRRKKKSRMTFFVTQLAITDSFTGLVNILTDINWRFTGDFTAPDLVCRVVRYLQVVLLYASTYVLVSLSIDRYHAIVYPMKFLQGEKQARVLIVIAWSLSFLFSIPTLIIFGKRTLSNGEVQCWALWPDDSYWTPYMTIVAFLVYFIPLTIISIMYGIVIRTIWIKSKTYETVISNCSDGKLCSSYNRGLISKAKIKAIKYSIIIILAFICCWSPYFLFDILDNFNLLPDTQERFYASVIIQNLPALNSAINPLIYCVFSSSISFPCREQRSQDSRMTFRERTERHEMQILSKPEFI
* marks the source's active call; other numbers are inactive results; ? = inconclusive; / = not tested or not shown; & = joins results of further samples; [ ] = another dose, or the depositor's remark. The call rests on the fitted dose curve; in most records, active means well fitted curve in the direction sought with a large enough effect; inconclusive means small, poorly fitted or top-dose-only effect, or another doubt; inactive means no such curve, though single readings can be large; an effect the other way counts as inactive or inconclusive. Not all compounds are listed; count on the stated rates, not on these rows.

SMILES	Luc counter	L3MBTL1 inh	CBFb-RUNX1 inh	Epigenetic derep	IMPase Li inh	HTT aggregate	NPSR antagonist
COc1cc(/C=N/n2c(-c3ccccc3)n[nH]c2=S)cc(OC)c1O	/	-7.4%	-0.7%	0.1%	/	-7.3%[9.22 µM]	33.6%
N=c1c(S(=O)(=O)c2ccccc2)cc2c(=O)n3ccccc3nc2n1CC1CCCO1 (configuration not stated)	-0.1%	/	0.3%	3.8%	40.3%[activator][38.3 µM]	1.1%	-9.4%[46.1 µM]
Cc1onc(-c2ccccc2)c1C(=O)N(Cc1ccco1)Cc1cccs1	-0.1%	3.4%	-7.6%	?	27.2%	?	?
COc1ccc(NC(=O)N2CCCC2C(=O)NCc2ccc(F)cc2)cc1 (configuration not stated)	-0.7%	-1.6%	-5.9%	0.0%	-6.7%	-2.7%	6.7%[46.1 µM]
CCCC(=O)NCCc1nc2ccccc2n1CCC	2.4%	-3.7%	2.1%	0.0%	-4.2%[38.3 µM]	13.7%	-0.7%[46.1 µM]
COc1ccc(/C=c2\s/c(=C\C(=O)C(C)(C)C)[nH]c2=O)cc1O	/	/	-0.5%	3.8%	/	-17.7%[9.22 µM]	-38.2%
CNc1c([N+](=O)[O-])cnn1-c1ccccn1	-1.8%	3.7%	1.1%	-0.2%	4.7%	-1.9%[9.22 µM]	13.9%
COC(=O)Cn1c(CN2CCC(Cc3ccccc3)CC2)nc2c1c(=O)n(C)c(=O)n2C	-6.4%	17.1%	7.1%	-1.0%	14.1%	5.0%	-25.6%[46.1 µM]
O=C(NC1CCCC1)c1ccccc1OCc1ccccc1	2.5%	13.2%	14.4%	0.5%	27.6%	6.2%	-25.5%
COc1ccc(-n2cnnc2SCC(=O)Nc2cc(C)on2)cc1	1.7%	-8.9%	8.0%	4.3%	-10.4%	9.9%	1.1%
CCN1CCN(c2nc(-c3ccncc3)nc3ccccc23)CC1	-3.1%	-9.1%	-0.8%	0.0%	9.1%[38.3 µM]	28.3%	-13.4%[46.1 µM]
COc1ccc(Oc2cn[nH]c2-c2ccc(O)cc2O)cc1	1.6%	-0.3%	-3.9%	2.8%	-2.7%[38.3 µM]	?	-17.5%[46.1 µM]
CCO[C@@H]1OC(C(=O)NCc2ccccc2)=C[C@H](c2csc3ccccc23)[C@H]1CCCO	/	-3.1%	10.5%	-1.5%	3.2%	12.2%[9.22 µM]	?
Cc1ccn(C(=O)c2cc3cc(Cl)ccc3oc2=O)n1	-1.1%	/	-5.9%	-1.8%	41.6%[activator][38.3 µM]	11.8%	-11.0%[46.1 µM]
CCCN(CCC)C(=O)c1c(NC(=O)CC)sc2c1CCCCC2	-1.2%	-4.6%	-1.7%	-1.1%	9.8%	-20.5%	-0.1%[46.1 µM]
S=c1[nH]c2cc3ccccc3cc2[nH]1	/	32.5%[activator]	0.7%&3.8%	1.0%&9.3%	/	-7.3%&-15.5%[9.22 µM]	-10.9%&6.3%
O=C(O)CSc1nnc(-c2cccs2)n1-c1ccc(Cl)cc1	1.9%	/	2.6%	0.0%	15.8%[38.3 µM]	-0.5%	?
CC[n+]1c(/C=C2\C=C(C)CC(C)C2)sc2ccccc21 (configuration not stated)	-4.7%	-10.6%	-4.7%	1.0%	18.9%[38.3 µM]	-27.0%	-19.5%[46.1 µM]
O=C(Nc1ccc(Cl)cn1)c1ccccc1F	-12.4%	/	3.3%	-0.4%	-8.2%[38.3 µM]	1.0%	-9.0%[46.1 µM]
CN(C)CCCOc1nc2c(c(=O)n(C)c(=O)n2C)n1C	1.0%	-6.8%	1.7%	4.2%	0.0%	-10.6%	8.5%

(listing goes on)
Values run as follows: Luc counter, L3MBTL1 inh, CBFb-RUNX1 inh, Epigenetic derep, IMPase Li inh, HTT aggregate, NPSR antagonist
> COC(=O)N[C@@H](/C=C/c1ccccc1)[C@@H](C)[N+](=O)[O-]
    3.8%, /, 17.0%, -1.1%, -0.3%, /, /
> Cc1cc(-c2ccccc2)c(C#N)c(=S)[nH]1
    2.2%, 2.4%, -4.8%, 0.0%, -10.3%, 7.8%, 4.9%
> COc1cc(NS(=O)(=O)c2ccc(NC(=O)C34CC5CC(CC(C5)C3)C4)cc2)ncn1
    0.1%, /, -0.7%, -1.0%, 24.8%[38.3 µM], -26.7%, -13.9%[46.1 µM]
> C=CCCC(=O)Nc1nc(C)c(-c2csc(Nc3ccc(Cl)cc3Cl)n2)s1
    -1.4%, -18.1%, -0.3%, 0.0%, 18.8%[38.3 µM], -19.4%, ?
> CCCCC(=O)Nc1ccc(N2CCN(C(=O)CC)CC2)cc1
    1.4%, 2.6%, 5.2%, -1.1%, -1.3%[38.3 µM], -4.2%, -5.4%[46.1 µM]
> COCCCNC(=S)N(Cc1cccnc1)Cc1ccc(OC)c(OC)c1
    -0.2%, 7.8%, 1.5%, -1.0%, 1.9%, -2.8%, 15.4%
> Cc1cccc(N2CCN(C3=NC(=O)C(Cc4ccccc4)S3)CC2)c1 (configuration not stated)
    0.3%, -13.9%, -10.8%, 0.0%, 6.3%, -1.2%, -11.0%[46.1 µM]
> COCCn1c(=NC(=O)c2ccc(S(=O)(=O)N3CCc4ccccc4C3)cc2)sc2cc(OC)ccc21
    2.8%, 9.9%, -0.3%, 1.1%, 6.5%, 2.8%, -5.1%
> O=C1CS(=O)CN1c1ccc(Oc2ccccc2)cc1 (configuration not stated)
    -0.7%, 1.6%, -3.6%, -0.2%, 3.9%, 7.3%[9.22 µM], 14.9%
> CCOC(=O)C1=C(C)NC(=O)NC1c1cc(C)sc1C (configuration not stated)
    -1.8%, -16.3%, 2.4%, -1.1%, 18.9%[38.3 µM], -8.6%, 0.0%[46.1 µM]
> CC(C)C(=O)NC(=S)N(Cc1ccccc1)Cc1ccccc1
    -2.2%, 3.3%, 11.0%, 7.5%, -4.6%, 0.4%, -15.2%
> Cc1ccc(C)c(OCCCC(=O)Nc2ccccc2C(N)=O)c1
    3.1%, -10.3%, 6.9%, -0.3%, 2.0%, 5.5%, -24.2%
> O=C1COc2ccc(C(=O)CSc3nnc(NCc4ccccc4)s3)cc2N1
    /, /, -4.3%, 0.0%, /, -13.0%[9.22 µM], -12.0%
> Oc1cccc(Oc2ncc(C(F)(F)F)cc2Cl)c1
    -0.2%, 5.9%, 5.7%, 0.3%, 5.3%, -22.6%[9.22 µM], -17.7%
> Brc1cccc(-c2cnco2)c1
    1.9%, 6.9%, 14.4%, 7.3%, -1.0%, 3.8%, -15.2%
> COc1ccc(C)cc1NC(=O)COC(=O)c1ccc([N+](=O)[O-])o1
    -1.6%, /, 13.0%, -4.2%, -5.1%, -17.7%, 7.3%
> Clc1ccccc1OCc1nc(-c2ccc(Br)o2)no1
    -3.8%, /, 5.6%, 0.8%, 5.3%[38.3 µM], 3.2%, -12.8%[46.1 µM]
> COc1ccc(O)c(C(=O)CC(=O)c2ccccc2)c1
    -0.4%, -9.7%, 2.8%, -1.1%, 4.3%[38.3 µM], -28.2%, -29.0%[46.1 µM]
> Cc1ccc(/C=N/NC(=O)CN2CCN(S(=O)(=O)c3ccc(Br)cc3)CC2)s1
    -0.9%, -7.7%, 8.3%, 1.5%, -5.3%, 23.4%, 14.0%
> NC(=O)c1nn(-c2ccccc2)nc1NC(=O)Cn1nnc(-c2ccccc2)n1
    0.2%, -3.0%, 0.7%, 1.1%, -25.5%, 6.7%, 12.1%
> Cc1cc(S(=O)(=O)N2CCCCCC2)c(Cl)cc1Cl
    -3.3%, /, 14.9%, 0.0%, 28.6%[38.3 µM], -22.9%, -0.6%[46.1 µM]
> CC(=O)c1c(NCc2ccccc2)nc(=O)n(-c2ccccc2)c1C
    -1.4%, 5.1%, 2.0%, -0.9%, 6.4%[38.3 µM], 4.0%, -18.6%[46.1 µM]
> CCOc1ccc(N2C(=O)CC(N3CCN(C(=O)c4ccco4)CC3)C2=O)cc1 (configuration not stated)
    -5.5%, -8.1%, 2.6%, -1.1%, -7.2%[38.3 µM], 20.9%, -21.6%[46.1 µM]
> CCOc1ccc(-n2c([S-])c(C(=O)Nc3ccc(S(=O)(=O)N4CCOCC4)cc3)[n+]3cc(C(N)=O)ccc23)cc1
    /, 6.1%, -0.4%, 2.4%, /, -23.6%[9.22 µM], 47.0%[7.67 µM]
> C=CCn1c(COc2ccc(F)cc2)nnc1SCC(=O)NC(=O)NCc1ccco1
    -3.3%, ?, -18.9%, -1.1%, 2.5%[38.3 µM], 8.3%, -17.0%[46.1 µM]
> CCOc1cc(NC(=O)c2ccco2)c(OCC)cc1NC(=O)Cc1cccc(OC)c1
    2.0%, -18.9%, -9.8%, -1.1%, 26.5%[38.3 µM], 0.2%, -25.9%[46.1 µM]
> Cc1cc(NC(=O)C(=O)NCc2cccc(Cl)c2)no1
    /, /, 9.0%, -1.0%, /, -14.4%[9.22 µM], -4.6%
> CCCc1cc(=O)oc2cc(C)c3c(C)coc3c12
    0.5%, 3.1%, 10.0%, -2.9%, 3.8%[38.3 µM], -13.6%, -4.7%[46.1 µM]
> Cc1cc(Nc2ccccc2)nn1C(=O)c1ccccc1
    -2.1%, 26.9%, 18.5%, -2.9%, 9.9%[38.3 µM], -0.7%, -10.2%[46.1 µM]

3 entries from above, with each value named:
SMILES: Cc1cccc(N2CCN(C3=NC(=O)C(Cc4ccccc4)S3)CC2)c1 (configuration not stated)
  Luc counter = 0.3%
  L3MBTL1 inh = -13.9%
  CBFb-RUNX1 inh = -10.8%
  Epigenetic derep = 0.0%
  IMPase Li inh = 6.3%
  HTT aggregate = -1.2%
  NPSR antagonist = -11.0%[46.1 µM]
SMILES: COCCn1c(=NC(=O)c2ccc(S(=O)(=O)N3CCc4ccccc4C3)cc2)sc2cc(OC)ccc21
  Luc counter = 2.8%
  L3MBTL1 inh = 9.9%
  CBFb-RUNX1 inh = -0.3%
  Epigenetic derep = 1.1%
  IMPase Li inh = 6.5%
  HTT aggregate = 2.8%
  NPSR antagonist = -5.1%
SMILES: O=C1CS(=O)CN1c1ccc(Oc2ccccc2)cc1 (configuration not stated)
  Luc counter = -0.7%
  L3MBTL1 inh = 1.6%
  CBFb-RUNX1 inh = -3.6%
  Epigenetic derep = -0.2%
  IMPase Li inh = 3.9%
  HTT aggregate = 7.3%[9.22 µM]
  NPSR antagonist = 14.9%

Screening results (PubChem BioAssay)
